# Statin myotox sup: protects C2C12 myotubes from simvastatin toxicity; ATP luminescence, 48 h; scaled: DMSO 0, geranylgeraniol control 100; rescue of ATP level, % at 7.49 µM; hit rate 0.78% among 330,000; AID 602340;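 active = mean ATP rescue above about 67%, or every replicate alone reaching that limit, limit read from the data, passing the limit was not always enough; inconclusive = no clear call, values can overlap the other calls; inactive = mean under the limit and some replicate under it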;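 note: myotubes were challenged with 10 µM simvastatin during compound exposure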
# CASP6 VEID inh: blocks human caspase-6 cleavage activity; P55212; purified caspase-6, Z-VEID-R110 cleavage fluorescence; inhibition, % at 12.5 µM; hit rate 0.53% among 350,000;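 active = mean inhibition across replicates at least about 35%, with every replicate also reaching that limit, limit read from the data; inconclusive = only one of the two criteria met; inactive = neither criterion met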;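 note: 0% = median of neutral control wells and 100% = no fluorescence left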
# Target sequence (P55212 24-179 limits assumed): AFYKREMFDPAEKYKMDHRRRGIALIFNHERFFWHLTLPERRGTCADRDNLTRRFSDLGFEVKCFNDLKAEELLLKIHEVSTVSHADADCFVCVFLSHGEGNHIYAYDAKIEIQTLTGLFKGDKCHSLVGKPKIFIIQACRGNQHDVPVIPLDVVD
# Target sequence (P55212 194-293 limits assumed): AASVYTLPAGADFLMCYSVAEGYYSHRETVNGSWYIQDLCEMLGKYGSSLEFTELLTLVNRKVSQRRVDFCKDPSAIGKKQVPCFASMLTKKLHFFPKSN
# LGR2 inh: inhibitors of bursicon-induced Drosophila LGR2 receptor cAMP signaling. hit rate 0.35% among 380,000. inhibition, % at 9.99 µM. HEK293 LGR2, CRE-luciferase, bursicon-stimulated, 4 h. AID 720647;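 active = drop in luminescence signal, shown as inhibition above about 50% in the replicate tests, limit read from the data, passing the limit was not always enough; inconclusive = probably only some replicates passing the limit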;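 note: agonist challenge used bursicon conditioned medium at about half maximal strength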
# FN deposit inh: fibronectin deposition inhibition. AH1F fibroblasts, Alexa488-fibronectin deposition fluorescence, overnight. inhibition, % at 12.6 µM. hit rate 0.086% among 350,000. AID 743247;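 active = mean inhibition across replicates of 30% or more, regardless of how many single replicates reach that level; inconclusive = mean under 30% yet at least half of replicates reach 30%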;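 note: positive control wells lacked labelled fibronectin entirely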
#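 material = AH1F fibroblast monolayer depositing Alexa488-labelled fibronectin into matrix | amount = 10000 AH1F cells/well | buffer or medium = DMEM plus 2% serum, read in PBS | incubation = 1 h cell adhesion before compound, then overnight fibronectin incubation | detection = fluorescence at 485 nm excitation, 525 nm emission | evaluation = percent inhibition as loss of matrix-bound fibronectin fluorescence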
# SIRT5 inh: blocks human SIRT5 desuccinylation of peptide; hit rate 1.1% among 330,000; Purified SirT5, succinyl-peptide AMC, trypsin-coupled fluorescence; inhibition, % at 15 µM; Q9NXA8; AID 652115; in the data active = inhibition above about 15%; inconclusive = no clear call, values can overlap the other calls
# Target sequence (Q9NXA8 whole entry, looked up): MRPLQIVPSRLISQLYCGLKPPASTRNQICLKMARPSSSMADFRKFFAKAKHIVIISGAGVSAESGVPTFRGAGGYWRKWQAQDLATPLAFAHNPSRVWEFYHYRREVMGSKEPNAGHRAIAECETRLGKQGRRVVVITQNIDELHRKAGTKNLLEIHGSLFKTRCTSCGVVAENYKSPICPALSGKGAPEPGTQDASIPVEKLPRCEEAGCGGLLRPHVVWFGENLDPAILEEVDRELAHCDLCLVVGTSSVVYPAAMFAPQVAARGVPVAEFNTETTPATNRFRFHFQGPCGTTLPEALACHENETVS
# esBAF inh: blocks esBAF chromatin remodeling in mouse ES cells. Bmi1-luciferase knock-in reporter, 24 h; 100% = twice the neutral-well signal. hit rate 2% among 350,000. reporter increase, % at 12.5 µM. AID 602393; in the data active = activation above about 40%; inconclusive = no clear call, values can overlap the other calls;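 note: 0% = median of the plate's neutral control wells and 100% = double that signal; a rise in the Bmi1 reporter signal indicates esBAF inhibition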
# S100A4 inh HTS: blocks human S100A4 binding to myosin IIA peptide. P26447. S100A4/TAMRA-MyoIIA peptide fluorescence polarization. inhibition, % at 10.7 µM. hit rate 0.14% among 360,000. AID 652163;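 active = mean inhibition of at least 70% across replicates, with every replicate also reaching that level; inconclusive = mean inhibition reaches 70% but some replicates fall short; inactive = mean inhibition below 70%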
# Target sequence (P26447 whole entry, looked up): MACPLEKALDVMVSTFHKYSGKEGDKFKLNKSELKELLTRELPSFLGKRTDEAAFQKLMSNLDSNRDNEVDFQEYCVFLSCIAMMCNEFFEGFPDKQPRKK
#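 Assay system: human S100A4 monomer with TAMRA-labelled myosin IIA peptide / Buffer or medium: Calcium-containing HEPES buffer, pH 7.2 / Reagent: TAMRA-labelled myosin IIA heavy-chain peptide probe, 5 nM / Compound: one dose per compound / Timing: polarization read 5 min after assay mix addition, stable 5–60 min / Benchmarks: neutral control DMSO, positive control TFP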
# * marks the source's active call; other numbers are inactive results; ? = inconclusive; . = not tested or not shown; & = joins results of further samples. A portion of the library; count on the stated rates, not on these rows.
SMILES,Statin myotox sup,CASP6 VEID inh,LGR2 inh,FN deposit inh,SIRT5 inh,esBAF inh,S100A4 inh HTS
COCCNc1ncnc2c1ncn2[C@H]1CN(Cc2ccc(F)cc2)C[C@@H](CO)O1,2,-2,-8,4,.,1,-7
C[C@@H]1CN([C@@H](C)CO)C(=O)c2cc(NS(=O)(=O)c3cccs3)ccc2O[C@@H](C)CCCCO[C@@H]1CN(C)S(=O)(=O)c1cn(C)cn1,-12,-1,9,.,-4,4,-1
CC1(C(=O)NS(=O)(=O)C2CC2)CCCN(C(=O)c2ccc(F)c(Cl)c2)C1 (stereo not given),-1,2,-5,-9,-1,1,0
CC(C)CC#Cc1cnc2c(c1)C(=O)N([C@@H](C)CO)C[C@@H](C)[C@@H](CN(C)C(=O)NC1CCCC1)O2,-2,0,2,-12,2,2,10
CN(C)C(=O)c1cccc(-c2cnc3c(NC=O)cc(-c4cccc(C(F)(F)F)c4)cn23)c1,-10,1,16,-2,4,-7,25
COc1cc(Cl)ccc1OCc1cc(C(=O)N(C)Cc2nnc(C)o2)no1,2,3,3,.,-3,28,-4
O=[N+]([O-])c1ccc(NCCOc2ccccc2Cl)nc1,12,1,-15,11,6,28,3
COc1ccccc1NS(=O)(=O)c1ccc2oc(SC)nc2c1,12,1,2,-6,0,8,1
Clc1cccc(NCc2nnc(SCc3ccccc3)o2)c1,31,.,.,-1,.,2,.
C=C(C)c1cccc(C(C)(C)NC(=O)N2CCN(c3ccccn3)CC2)c1,13,-3,-1,-1,-1,1,2
CCC(C)N(C(=O)CSc1ccc(NC(C)=O)cc1)C1CCS(=O)(=O)C1 (stereo not given),.,1,-28,2,-9,.,-2
CC(=O)Nc1ccc(NS(=O)(=O)c2cn(C)c(=O)n(C)c2=O)cc1,3,2,-44,5,0,1,-5
O=C(/C=C/c1ccc([N+](=O)[O-])cc1)Nc1cccnc1,1,.,.,-4,.,23,.
Cc1ccc2c(c1)C(=O)CC1(CCCC1)O2,12,-1,0,0,3,-3,2
C/C(=N/NC(=O)CNC(=O)Cc1ccccc1)c1ccc(Cl)cc1,.,-2,.,10,-5,.,-1
O=[N+]([O-])c1ccc(OCCCCN2CCc3ccccc3C2)cc1,6,-2,-9,-12,.,-4,-1
NC(=O)c1cc([N+](=O)[O-])c(Cl)cc1NCc1ccccn1,-3,10,2,3,.,7,5
O=C(Nc1ccc(F)c(Cl)c1)[C@@H]1O[C@H](CO)[C@H](O)[C@H](O)[C@H]1O,9,0,32,0,.,-14,-3
Cc1ccc(S(=O)(=O)NCCOC(=O)Nc2sc(=S)n(C)c2C)cc1,-10,-1,-6,.,1,-3,-1
COc1ccccc1C1NC(=O)NC(C)=C1C(=O)Nc1cccc(C)c1C (stereo not given),-5,-1,5,-2,-2,5,-4
COC(=O)C1=C(C)N(Cc2ccccc2)C(=NCc2cccc(C(F)(F)F)c2)N[C@H]1c1cccc(F)c1,-17,28,-8,4,.,-4,-2
COc1ccc2c3c(n(C)c2c1)[C@H](CO)NCC31CN(CC2CC2)C1,.,3,1,.,-4,.,30
COc1ccc(CNC(=O)[C@H](Cc2ccccc2)NC(=O)C2CCN(C(=O)[C@H](C)N)CC2)cc1,-16,-5,.,.,-2,-6,4
CCOC(=O)C1(C)C=C(Nc2ccc(NC(C)=O)cc2)C(=O)N1c1ccc(NC(C)=O)cc1 (stereo not given),.,0,-9,-1,-5,.,-5
C[C@@H]1CN([C@@H](C)CO)C(=O)c2cc(N(C)C)ccc2O[C@@H](C)CCCCO[C@@H]1CN(C)Cc1ccc2c(c1)OCO2,-6&-11,-6&2&2,-19&-42,-13,-2&-1&1,-5&0&-3&0,-1&7&2
CN(C)C(=O)C[C@@H]1CC[C@@H]2[C@H](COc3ccc(NC(=O)c4cnccn4)cc3C(=O)N2C)O1,-5,-5,-1,-3,-2,-6,-3
COc1ccc2c3c(n(C)c2c1)[C@@H](CO)NCC31CCN(S(=O)(=O)c2cccc(C)c2)CC1,.,3,-16,11,-1,.,-3
CCOC(=O)C1=C(C)NC(C)=C(C(=O)OCC)C1C(=O)OCC(=O)N1CC(C)OC(C)C1 (stereo not given),21,-1,-10,9,-4,-5,-4
COc1ccc(NC(=O)N(C)C[C@@H]2Oc3ncc(-c4ccc(C#N)cc4)cc3C(=O)N([C@H](C)CO)C[C@H]2C)cc1,-7,0,-5,.,-12,2,2
N#CC1=C(SCc2ccccc2)NC(=O)CC1c1ccco1 (stereo not given),-12,.,.,-2,.,7,.
COC(=O)c1ccc(CNC(=O)CCNC(=O)c2ccco2)cc1,-7,-2,8,-2,-3,-7,-4
Cc1ccc2c(C)c(C(=O)NCCc3ccco3)oc2c1C,-6,-4,18,5,-4,2,-4
CN1C(=O)c2cc(NC(=O)C3CCC3)ccc2OC[C@@H]2O[C@H](CC(=O)NCCc3ccncc3)CC[C@@H]21,.,-2,6,0,0,.,4
O=C(NC1CCCCC1)C(c1ccco1)N(C(=O)c1csnn1)c1cccc(Cl)c1 (stereo not given),-1,1,9,3,-1,6,13
C/C(CCC(C)C)=N\NC(=O)COc1ccccc1-c1ccccc1,-4,3,3,-8,10,-3,-9
COc1ccc(/C=C/c2nc(S(=O)(=O)c3ccccc3)c(N(C)C)o2)cc1OC,28,-7,-1,12,3,7,-5
N/C(=N\N=C\c1ccnc2ccccc12)SC1CC(=O)N(c2ccc(Br)cc2)C1=O (stereo not given),-10,.,-2,.,.,7,.
CC(C)NC(=O)N(C)C[C@H]1Oc2c(NC(=O)c3ccc(-c4nccs4)cc3)cccc2C(=O)N([C@@H](C)CO)C[C@@H]1C,.,2,4,.,1,-6,-1
CC1(C)Cc2c(sc(NC(=O)COc3ccc(Cl)cc3)c2C(N)=O)C(C)(C)N1,-7,-1,2,-2,-3,-14,-14
CO[C@H]1CN(C)C(=O)c2cc(NC(=O)C3CCCCC3)ccc2OC[C@H](C)N(Cc2nccs2)C[C@@H]1C,2,0,-6,0,0,2,-5

# 13 consecutive records out of the list so far, quoted:
SMILES,Statin myotox sup,CASP6 VEID inh,LGR2 inh,FN deposit inh,SIRT5 inh,esBAF inh,S100A4 inh HTS
C[C@@H]1CN([C@@H](C)CO)C(=O)c2cc(N(C)C)ccc2O[C@@H](C)CCCCO[C@@H]1CN(C)Cc1ccc2c(c1)OCO2,-6&-11,-6&2&2,-19&-42,-13,-2&-1&1,-5&0&-3&0,-1&7&2
CN(C)C(=O)C[C@@H]1CC[C@@H]2[C@H](COc3ccc(NC(=O)c4cnccn4)cc3C(=O)N2C)O1,-5,-5,-1,-3,-2,-6,-3
COc1ccc2c3c(n(C)c2c1)[C@@H](CO)NCC31CCN(S(=O)(=O)c2cccc(C)c2)CC1,.,3,-16,11,-1,.,-3
CCOC(=O)C1=C(C)NC(C)=C(C(=O)OCC)C1C(=O)OCC(=O)N1CC(C)OC(C)C1 (stereo not given),21,-1,-10,9,-4,-5,-4
COc1ccc(NC(=O)N(C)C[C@@H]2Oc3ncc(-c4ccc(C#N)cc4)cc3C(=O)N([C@H](C)CO)C[C@H]2C)cc1,-7,0,-5,.,-12,2,2
N#CC1=C(SCc2ccccc2)NC(=O)CC1c1ccco1 (stereo not given),-12,.,.,-2,.,7,.
COC(=O)c1ccc(CNC(=O)CCNC(=O)c2ccco2)cc1,-7,-2,8,-2,-3,-7,-4
Cc1ccc2c(C)c(C(=O)NCCc3ccco3)oc2c1C,-6,-4,18,5,-4,2,-4
CN1C(=O)c2cc(NC(=O)C3CCC3)ccc2OC[C@@H]2O[C@H](CC(=O)NCCc3ccncc3)CC[C@@H]21,.,-2,6,0,0,.,4
O=C(NC1CCCCC1)C(c1ccco1)N(C(=O)c1csnn1)c1cccc(Cl)c1 (stereo not given),-1,1,9,3,-1,6,13
C/C(CCC(C)C)=N\NC(=O)COc1ccccc1-c1ccccc1,-4,3,3,-8,10,-3,-9
COc1ccc(/C=C/c2nc(S(=O)(=O)c3ccccc3)c(N(C)C)o2)cc1OC,28,-7,-1,12,3,7,-5
N/C(=N\N=C\c1ccnc2ccccc12)SC1CC(=O)N(c2ccc(Br)cc2)C1=O (stereo not given),-10,.,-2,.,.,7,.

# Continued.
SMILES,Statin myotox sup,CASP6 VEID inh,LGR2 inh,FN deposit inh,SIRT5 inh,esBAF inh,S100A4 inh HTS
Cn1c(SCC(=O)c2ccc(F)cc2)nnc1-c1cccnc1,.,2,-14,-16,4,.,-3
COc1ccccc1N1CCN(C(=O)c2ccc([N+](=O)[O-])s2)CC1,.,4,-1,0,1,.,4
Cc1ccc(S(=O)(=O)N2CCC(O)(c3cccnc3)CC2)cc1,2,.,-2,.,.,-3,.
Cc1cccc(NC(=O)CCn2nc(C)cc2C)c1,16,.,7,.,.,5,.
COc1ccccc1C(=O)NCC(=O)N1CC=C(c2ccccc2)CC1,2,3,-11,2,-2,8,-3
CC(C)(C)C(=O)Nc1nc2c(s1)CN(Cc1ccccc1)CC2,.,-6,-46,-8,1,.,-10
N#C[C@@H]1[C@H](c2ccccc2)[C@@H](CO)N1S(=O)(=O)c1ccc(F)cc1,-12,3,7,-3,.,0,4
CN(C)N1C(N)=C(C#N)C(c2cccc([N+](=O)[O-])c2)C2=C1CC(C)(C)CC2=O (stereo not given),-8,2,2,4,0,8,-2
C[C@@H]1CN([C@@H](C)CO)C(=O)c2cc(/C=C/c3ccccc3)cnc2O[C@H]1CN(C)C(=O)CN(C)C,12,-2,-9,4,-12,-1,-5
Cc1cc(-c2cccnc2)c(C#N)c(SCc2cccc(F)c2)n1,-8,.,-26,2,.,-3,.
O=C(NCC[C@H]1CC[C@H](NC(=O)C2CC2)[C@H](CO)O1)c1ccc(F)cc1,0,-3,-11,.,1,2,3
O=C(CSc1nc2[nH]ncc2c(=O)[nH]1)Nc1cccc(Cl)c1,.,2,15,9,-4,.,-1
Cc1ccc(NC(=O)CCN2C(=O)C3CCCCC3C2=O)c(O)c1 (stereo not given),.,3,3,3,0,.,-2
CN1C(=O)c2cc(NC(=O)C3CCCCC3)ccc2OC[C@H]2O[C@H](CC(=O)NCc3ccccc3F)CC[C@H]21,-3,-1,-23,-7,6,11,16
NS(=O)(=O)c1ccc(CCNC(=O)CCCCCn2c(=S)[nH]c3ccc(Br)cc3c2=O)cc1,.,3,-22,.,.,.,-1
CC(Oc1ccc(Br)cc1)C(=O)NCc1ccccn1 (stereo not given),.,3,-26,-2,6,.,2
COc1ccc(CNC(=O)CC[C@H]2O[C@@H](n3ccc(=O)[nH]c3=O)[C@H](O)[C@@H]2O)cc1,2,1,10,4,-13,5,-6
Cc1ccccc1OCC(=O)Nc1nnc(-c2ccncc2)s1,.,7,.,5,-3,.,-5
COCCN(C(=O)CCC(=O)Nc1cc(C)on1)C(C(=O)NC(C)(C)C)c1ccccc1Cl (stereo not given),-4,-1,-6,0,-3,-1,-10
Cc1cc(=O)[nH]c(SCC(=O)N2C(C)CCCC2C)n1 (stereo not given),6,0,5,1,-18,-5,-3
N#Cc1ccc(/C=C(\C(=O)C(=O)O)c2ccc3ccccc3n2)cc1,-2,1,-88,2,-4,32,2
CCC1C(=O)N=C(SCC(=O)Nc2nc3ccccc3s2)NC1=O (stereo not given),3,40*,-25,0,9,3,0
COc1ccc(N(CC(=O)NCc2cccs2)S(=O)(=O)c2ccc(C(C)=O)cc2)cc1,10,1,?,2,.,-7,-4
CC(=O)c1c(N2CCN(Cc3ccc4c(c3)OCO4)CC2)nc(=S)n(-c2ccccc2)c1C,10,0,-1,.,0,-4,-18

# Compound activity (PubChem BioAssay)
